GRP78 ERSR act – induces the endoplasmic reticulum stress response in human glioma cells | Potency, µM, without a hit: at the highest dose activation, most hits filed as activators | 420,000 compounds, 0.02% hits | AID 602332 | U87-MG GRP78 promoter luciferase reporter, 16 h; further: series mostly up to about 76 µM; % of control where 0% means no effect; nearly all actives have a fitted effect of over 35% in size
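Stably transfected U87-MG human glioma cells carrying a GRP78-based luminescent sensor were seeded at 1000 cells/well, pin-dosed with compounds and incubated 16 h. Luciferase reagent was then added, and end-point luminescence was read after 10 min at room temperature.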
Vif-A3G inh – blocks the Vif interaction with human APOBEC3G; Potency, µM (series often up to 46.1 µM), for inactives: at the highest dose activity, negative = active, usual class: inhibitors; HeLa A3G-eYFP + Vif (tagged APOBEC3G with the HIV-1 protein that degrades it), YFP fluorescence, overnight; Q9HC16; 410,000 compounds, 0.076% hits;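 further: on the % scale 0 is the no-effect control and ±100 the full control effect; nearly all actives have a fitted effect of over 60% in size; hits raise eYFP signal because A3G escapes Vif-driven loss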
Target sequence (Q9HC16 whole entry, looked up): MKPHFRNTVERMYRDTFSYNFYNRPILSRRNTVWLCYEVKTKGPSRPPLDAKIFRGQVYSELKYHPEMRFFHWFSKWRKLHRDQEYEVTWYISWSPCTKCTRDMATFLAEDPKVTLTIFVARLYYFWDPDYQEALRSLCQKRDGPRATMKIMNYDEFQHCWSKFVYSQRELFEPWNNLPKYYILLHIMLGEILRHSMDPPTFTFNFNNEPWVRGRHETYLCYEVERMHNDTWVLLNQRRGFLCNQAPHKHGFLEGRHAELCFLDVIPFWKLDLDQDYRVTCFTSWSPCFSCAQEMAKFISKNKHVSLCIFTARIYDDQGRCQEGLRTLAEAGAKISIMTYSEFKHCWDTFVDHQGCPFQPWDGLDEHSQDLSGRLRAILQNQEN
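HeLa cells stably expressing Vif and C-terminally eYFP-tagged A3G, seeded overnight at 37 deg C, then exposed to compound by pintool overnight at 37 deg C. Rise in yellow fluorescence (Ex 488/Em 500-530, Acumen) marks blocked Vif-driven A3G degradation.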
* marks the source's active call; other numbers are inactive results; ? = inconclusive. The call rests on the fitted dose curve; in most records, active means well fitted curve in the direction sought with a large enough effect; inconclusive means small, poorly fitted or top-dose-only effect, or another doubt; inactive means no such curve, though single readings can be large; an effect the other way counts as inactive or inconclusive. Potency means the concentration at half of the fitted maximal effect. Some of the compounds tested, so the mix of outcomes need not match the whole.

SMILES	GRP78 ERSR act	Vif-A3G inh
CC1(C(=O)NS(=O)(=O)c2ccc(C#N)cc2)CCN1C(=O)c1ccccc1CCc1ccccc1 (stereo unspecified)	-0.7%	-13.3%
Cc1c(C(=O)NCc2ccc3c(c2)OCO3)sc(=O)n1Cc1cccc(F)c1	-0.7%	1.0%
COc1ccccc1NC(=O)c1nc(SCc2ccccc2F)ncc1Cl	-0.8%	-1.5%
O=C([C@@H]1CC=C[C@@H]2CCN(C3CC3)C(=O)[C@@H]21)N1CCOCC1	-0.2%	0.7%
CC(=O)NC(c1ccc(F)c(F)c1)c1nc(-c2cnn(C)c2)cs1 (stereo unspecified)	-1.8%	-1.5%
CCOC(=O)C1CCCN(C(=O)c2ccc(OC)c(OC)c2)CC1 (stereo unspecified)	-2.4%	-0.2%
Cc1nc(C(F)(F)F)ccc1C(=O)N1CCC1(C)C(=O)NS(=O)(=O)c1cccc(Cl)c1 (stereo unspecified)	-3.8%	-2.8%
Cc1ccc(S(=O)(=O)N2CCCN(c3nc(-c4cccs4)nc4ccccc34)CC2)cc1	-3.4%	1.7%
COc1ccc(C(C)(NC(C)=O)c2nc(-c3cccnc3)cs2)cc1 (stereo unspecified)	-2.6%	-1.5%
CCc1nc2ccc(C(=O)NCCN(C)C)cn2c1N(CC)CCOC	-1.9%	-1.1%
COc1ccc(Nc2nc3cc(-c4sccc4C)sc3c(=O)n2C)cc1OC	1.3%	?
C=CCn1c(-c2ccccn2)n[nH]c1=S	-2.0%	-3.0%
OCC[C@@H]1C[C@H](O)[C@@H](O)[C@@]2(OCc3ccc(CO)cc32)O1	-4.0%	-1.2%
OCC1OC(n2cnc3ncccc32)C(O)C1O (stereo unspecified)	-2.2%	-9.0%
CCCC(=O)N1CCC1(C)C(=O)NS(=O)(=O)c1ccc(F)cc1F (stereo unspecified)	-2.9%	2.6%
CNc1ccc(/C=C/c2ccccc2)cc1	3.0%	?
O=C(NCCO)c1cccc(-c2cccc3nncn23)c1	-2.8%	1.1%
COC(=O)N1CCCCC1c1cc(C(=O)NCc2cccnc2)no1 (stereo unspecified)	-1.7%	-1.5%
CN(C)CCCNc1nc2cc(-c3cnn(Cc4ccccc4)c3)sc2c(=O)n1C	-3.0%	-0.2%
c1ccc(N2CCN(c3cccc(-c4cc5ccccc5s4)n3)CC2)nc1	-1.8%	-2.3%
COC(=O)c1cccc(CC2(C)C(=O)Nc3ccc(OC(F)(F)F)cc32)c1 (stereo unspecified)	-2.0%	-4.5%
CC(=O)NC(c1ccccc1)c1nc(-c2cnc3ccccc3c2)cs1 (stereo unspecified)	-1.6%	-3.2%
Cc1noc(C)c1-c1ccc(C(=O)NCC2CC2)c2occc12	2.2%	-2.8%
CCCCCCCCC(c1nc2cc(C)c(C)cc2[nH]1)n1c(=O)c(-c2ccccc2Br)nc2ccccc21 (stereo unspecified)	-1.9%	-1.0%
O=C(NCc1ccc(Cl)c(Cl)c1)c1cc(C2CCCCN2C(=O)CCc2ccccc2)on1 (stereo unspecified)	-4.8%	0.1%
NC(COCc1ccccc1)c1csc(Nc2ccc(C(F)(F)F)cn2)n1 (stereo unspecified)	-1.3%	-6.5%
COc1cccc(CNc2nc3cc(-c4ccccc4)sc3c(=O)n2C)c1	-0.8%	-4.8%
CCOc1ccc2nc(S(=O)(=O)NC(=O)C3(C)CCN3C(=O)c3c(C)noc3C)sc2c1 (stereo unspecified)	-3.1%	4.1%
Cc1[nH]c2ccccc2c1C(=O)C(C)Sc1nc2ccccc2c(=O)n1Cc1cccnc1 (stereo unspecified)	-0.4%	0.3%
CC(O)(c1cccnc1)c1nc(-c2cccc(C#N)c2)cs1 (stereo unspecified)	-3.7%	1.3%
COc1ccc(C(NC(=O)C2CCN(CCCOc3ccccc3)CC2)c2ccccn2)cc1 (stereo unspecified)	-2.4%	-2.3%
COc1ccc(OC)c(S(=O)(=O)NC(=O)C2(C)CCN2C(=O)C2(c3ccc(Cl)cc3)CC2)c1 (stereo unspecified)	-4.1%	-0.3%
O=C(Nc1cccc(Nc2ccccc2)c1)c1cnn2c1NC(=C1CC1)C=C2C(F)F	-2.6%	0.2%
CC(=O)n1nnc2ccccc21	-4.4%	3.4%
CC(C)C[C@H]1CNC(=S)N1C[C@H]1CCCN1C[C@H](Cc1ccccc1)N1C[C@H](Cc2ccc(O)cc2)N(CCc2ccccc2)C1=S	-4.5%	0.0%
COc1cccc(CN2CCC2(C)C(=O)Nc2ccc3c(c2)OCO3)c1F (stereo unspecified)	1.3%	-6.1%
CCNC(=O)C1CCCN(C(=O)c2cc(F)ccc2C)CC1 (stereo unspecified)	-0.3%	-1.4%
COc1ccc(CNC(=O)Nc2ccc3c(c2)c(=O)n(C)n3Cc2cccc(C(F)(F)F)c2)cc1	-7.8%	0.1%
CCCCOc1ccc(CC(=O)N(C)O)cc1	-0.8%	3.9%
COc1c(C)cc(C(O)c2ncc(-c3cccc(C(F)(F)F)c3)[nH]2)cc1C (stereo unspecified)	-5.2%	-16.4%
COc1ccccc1-c1cnc(C(O)c2ccc(C)c(F)c2)[nH]1 (stereo unspecified)	-0.3%	0.0%
O=c1ccn([C@@H]2O[C@H](CNCc3cccn3-c3nccs3)[C@@H](O)[C@H]2O)c(=O)[nH]1	-2.3%	-3.3%
CNC(C)C(=O)NC(C(=O)NC(C(=O)Nc1cccc2ccccc12)C(C)C)C(C)C (stereo unspecified)	-2.4%	-2.0%
Cc1ccccc1-c1csc(C(O)c2ccccc2)n1 (stereo unspecified)	0.6%	0.5%
O=C(Nc1ccncc1)c1cc(C2CCCCN2C(=O)CCc2ccccc2)on1 (stereo unspecified)	-2.0%	-0.6%

In a second layout: entries from further up
| compound | GRP78 ERSR act | Vif-A3G inh |
| --- | --- | --- |
| CC(=O)n1nnc2ccccc21 | -4.4% | 3.4% |
| CC(C)C[C@H]1CNC(=S)N1C[C@H]1CCCN1C[C@H](Cc1ccccc1)N1C[C@H](Cc2ccc(O)cc2)N(CCc2ccccc2)C1=S | -4.5% | 0.0% |
| COc1cccc(CN2CCC2(C)C(=O)Nc2ccc3c(c2)OCO3)c1F (stereo unspecified) | 1.3% | -6.1% |

Later entries:
SMILES	GRP78 ERSR act	Vif-A3G inh
COc1ccccc1-c1ccc2c(c1)C(C)(Cc1cccc(C#N)c1)C(=O)N2 (stereo unspecified)	-5.7%	-6.1%
Cc1ccccc1S(=O)(=O)NC(=O)C1(C)CCN1C(=O)C1(c2ccccc2)CC1 (stereo unspecified)	-1.3%	0.5%
O=C(CC[C@H]1O[C@@H](n2ccc(=O)[nH]c2=O)[C@H](O)[C@@H]1O)N[C@@H](Cc1ccccc1)C(=O)NCC1CCCO1 (stereo partly specified)	-5.0%	-4.2%
Cc1ccc(-c2cc(C3C4C=CCC(C)C4C(=O)N3Cc3ccccc3)ccc2F)cc1 (stereo unspecified)	-4.9%	-0.8%
CC(=O)Nc1ccc(CN2C(=O)C(C)(C)ON=C2c2ccc(C(F)(F)F)cc2)cc1	-0.3%	-1.5%
O=C1c2ccccc2NC(c2ccccc2O)N1Cc1ccco1 (stereo unspecified)	-3.2%	-5.8%
CCn1c(SC(C)C(=O)Nc2ccc(C)cc2)nnc1-c1ccccc1 (stereo unspecified)	-5.0%	-1.5%
OC(c1ccccc1)c1ncc(-c2ccccc2F)[nH]1 (stereo unspecified)	-0.1%	2.7%
N#Cc1ccc(NC(=O)COc2ccccc2C(=O)Nc2ccccc2)cc1	0.4%	2.0%
Cc1ccccc1N=C1Nc2ccccc2N[C@]12C[C@H]1CCCC(=O)N3CC[C@@H](C2)[C@@H]13	-1.3%	-3.2%
NC(COCc1ccccc1)c1csc(Nc2ccc(C(=O)NCCO)cc2)n1 (stereo unspecified)	-4.6%	-2.0%
O=C(CC[C@H]1O[C@@H](n2ccc(=O)[nH]c2=O)[C@H](O)[C@@H]1O)N[C@H](Cc1ccccc1)C(=O)NC1CCCCC1	-4.4%	1.3%
O=C1CCCc2[nH]c(=O)c(C(=O)NCc3ccccc3)cc21	-2.7%	1.5%
Cn1cc(-c2coc3c(C(=O)NCc4cccnc4)cccc23)cn1	1.3%	-13.5%
CCO/C(C)=N/Oc1cc(OC)cc(OC)c1	-3.3%	-3.6%
CC(=O)NC(c1cccc(F)c1)c1nc(-c2ccc3ccccc3c2)cs1 (stereo unspecified)	-3.4%	-22.8%
O=C(Cc1ccc(OCc2ccccc2)cc1)NO	11.2%	3.7%
Cn1nc(-c2ccc(F)cc2)nc2c(=O)n(C)c(=O)nc1-2	-10.8%	-9.7%
OC(Cc1ccccc1)c1ncc(-c2ccc(Cl)cc2)[nH]1 (stereo unspecified)	1.2%	-27.4%
COc1ccc(OC)c(NC(=O)C2(C)CCN2C(=O)C2(c3ccc(Cl)cc3)CCC2)c1 (stereo unspecified)	-3.4%	-8.4%
CCOC(=O)C1=CCN(S(=O)(=O)c2cccc(Cl)c2)C1c1ccccc1 (stereo unspecified)	-2.3%	-2.5%
O=C(Cc1ccc(OCCCCc2ccccc2)cc1)NO	2.3%	6.8%
COc1ccc(Cn2cc(Cn3c4ccccc4c(=O)n3C(C)C)nn2)cc1	-3.9%	0.9%
Cc1cccc(-c2cnc(C(O)c3cc(C)cc(C)c3)[nH]2)c1 (stereo unspecified)	-1.0%	-4.8%
CN(C)c1ccc(/C=C/c2nc3ccccc3s2)cc1Cl	-2.2%	5.2%
COCCNC(=O)C1(C)CCCN(Cc2sc(C)nc2C)C1 (stereo unspecified)	-2.1%	-1.5%
CN(CCc1ccccc1)c1cc2c(c3c1ccn3C)C1CCC2O1 (stereo unspecified)	-2.9%	0.3%
Cc1cc(Cl)ccc1C(O)c1ncc(-c2ccccc2C(F)(F)F)[nH]1 (stereo unspecified)	-1.9%	-1.3%
COc1ccc([C@@H]2C[C@H]3[C@@H](CN2S(=O)(=O)c2ccccc2)C(=O)C[C@@H](c2cccc(Cl)c2)N3S(=O)(=O)c2ccc(C)cc2)cc1	-1.3%	-0.9%
CCc1nc2ccc(C(=O)N3CCN(C)CC3)cn2c1N(CCC(C)C)CCN(C)C	-0.3%	-3.7%
O=C(CNC(=O)OCc1ccccc1)NCC(=O)NC(Cc1c[nH]c2ccccc12)C(=O)O (stereo unspecified)	0.1%	0.4%
CCCc1nc2ccc(Cl)cn2c1Cc1ccccc1OC	-3.1%	?
CC(C)(C)n1ncc2c(=O)n(Cc3cccc(C#N)c3)cnc21	-1.0%	-2.4%
Cn1ccc2c(N3CCCC3)cc3c(c21)C1CCC3O1 (stereo unspecified)	-5.0%	-2.0%
CCc1nc2ccc(C(=O)Nc3cccc(OC)c3)cn2c1N(CC)CCOC	-1.6%	-19.4%
CC(C)=CCn1c2ccc(NC(=O)Nc3ccc(N(C)C)cc3)cc2c(=O)n1C	-0.7%	-3.7%
O=C(Nc1nc(-c2ccc3c(c2)OCCO3)cs1)C1CC(=O)N(c2ccc3c(c2)OCCO3)C1 (stereo unspecified)	-2.3%	-22.9%
O=C(NCc1ccccc1)C1Cc2c(-c3cccc(F)c3)ccnc2O1 (stereo unspecified)	-1.2%	?
Cc1ccc2oc(-c3ccc(C)c(NC(=O)COc4ccc(Cl)cc4)c3)nc2c1	1.0%	1.2%
CCc1nc2ccc(C(=O)NCCCN3CCCC3=O)cn2c1N(CC)C(C)=O	-0.3%	1.3%
COc1ccc(SCC(c2ccccc2)N2CCN(CC(C)C)CCC2=O)cc1 (stereo unspecified)	-1.0%	-0.2%
Clc1ccccc1-c1cccc2nccn12	3.8%	-9.7%
CN(C)c1ccc(/C=C/c2ccnc3c2ccc2ccccc23)cc1	-2.0%	?
CC(C)N(C(=O)c1ccc(Cc2cn(C)c3ccccc23)nc1)C(C)C	-2.4%	-1.2%
Cc1c(C(=O)N2CCCCCC2(C)C(=O)NCC(C)C)oc2ccccc12 (stereo unspecified)	-1.0%	1.3%
Cc1ccsc1C(=O)N1CCC1(C)C(=O)NCC(C)(C)C (stereo unspecified)	-1.7%	0.8%
COCCNc1ncnc2c1ncn2[C@H]1CN(Cc2ccc3c(c2)OCO3)C[C@@H](CO)O1	-5.5%	-0.7%
COc1ccc(OC)c(S(=O)(=O)NC(=O)C2(C)CCN2C(=O)CC2CCCC2)c1 (stereo unspecified)	-2.3%	3.8%
CCCCN1CCC2C=CCC(C(=O)O)C2C1=O (stereo unspecified)	-3.9%	3.3%
Cc1ccc(-c2ccc(CN3C(C(C)C)C(=O)N(Cc4cn(CCC5OCCO5)nn4)CCS3(=O)=O)cc2)c(C)c1 (stereo unspecified)	-6.8%	-9.1%
COc1ccc(Cc2c(-c3ccccc3)nc3ccc(Cl)cn23)c(C)c1	-1.6%	-17.2%
COCCNC(=O)C1CCCN(Cc2ccc(C(C)C)cc2)CC1 (stereo unspecified)	-4.4%	-2.0%
Cc1ccc(C)c2c1NC(C(=O)O)C1CC=CC21 (stereo unspecified)	-4.7%	-3.4%
CCNC(=O)C1(C)CCCN1C(=O)c1ccc(C#N)cc1 (stereo unspecified)	-2.7%	-2.3%

Complete entries, looked up by structure. Screens in order: GRP78 ERSR act	Vif-A3G inh
Shown for CCCCN1CCC2C=CCC(C(=O)O)C2C1=O (stereo unspecified) → -3.9%	3.3%
Shown for COCCNc1ncnc2c1ncn2[C@H]1CN(Cc2ccc3c(c2)OCO3)C[C@@H](CO)O1 → -5.5%	-0.7%

Assay outcomes as filed in PubChem.
